Compound activity from PubChem BioAssay.
ERp5 block: inhibitors of ERp5-driven insulin aggregation, primary screen, biochemical, turbidity, absorbance 650 nm, single point; 90 min; inhibition, % at 9.99 µM; 0.05% of 350,000 active; AID 651711, 2012;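 active = mean replicate inhibition above about 25%, with every replicate also reaching it, limit read from the data, passing the limit was not always enough; inconclusive = only one of those two criteria met; inactive = neither criterion met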
Target sequence (Q15084 whole entry, looked up): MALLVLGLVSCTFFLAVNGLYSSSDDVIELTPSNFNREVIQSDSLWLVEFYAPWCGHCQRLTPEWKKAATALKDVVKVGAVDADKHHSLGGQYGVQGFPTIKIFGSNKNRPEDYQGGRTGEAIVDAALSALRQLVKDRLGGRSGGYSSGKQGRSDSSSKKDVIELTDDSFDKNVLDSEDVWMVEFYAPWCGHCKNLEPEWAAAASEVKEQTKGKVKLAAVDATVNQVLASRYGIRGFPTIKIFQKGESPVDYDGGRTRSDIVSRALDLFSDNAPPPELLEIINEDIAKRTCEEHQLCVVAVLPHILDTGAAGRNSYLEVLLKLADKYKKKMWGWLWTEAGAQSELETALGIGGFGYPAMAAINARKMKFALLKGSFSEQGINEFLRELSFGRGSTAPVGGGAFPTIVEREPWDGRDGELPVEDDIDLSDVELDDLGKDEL
PglD DTNB: C. jejuni PglD acetyltransferase inhibitors, primary screen, biochemical, DTNB colorimetric, single point | inhibition, % at 12.5 µM | purified PglD enzyme, DTNB colorimetric CoA detection | 0.098% of 360,000 active; in the data active = inhibition above about 16%, passing the limit was not always enough; inconclusive = no clear call, values can overlap the other calls; note: strong numbers were not always called active
Statin myotox sup: suppressors of statin myotoxicity in C2C12 myotubes, primary screen, cell-based, single point, plate reader; 0.78% of 330,000 active; rescue of ATP level, % at 7.49 µM; C2C12 myotubes + simvastatin, ATP luminescence, 48 h; scaled: DMSO 0, geranylgeraniol control 100;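 active = mean ATP rescue above about 67%, or every replicate alone reaching that limit, limit read from the data, passing the limit was not always enough; inconclusive = no clear call, values can overlap the other calls; inactive = mean under the limit and some replicate under it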;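 note: myotubes were challenged with 10 µM simvastatin during compound exposure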
DENV2 CPE rescue: inhibitors of DENV2 cytopathic effect, primary screen, cell-based, plate reader, single concentration; DENV2-infected cells, cytopathic effect rescue; CPE inhibition, % at 9.99 µM; 1.7% of 350,000 active; in the data active = CPE inhibition above about 20%, passing the limit was not always enough; inconclusive = no clear call, values can overlap the other calls; tested in BHK-21 cells;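 note: 0% = median of neutral control wells and 100% = median of positive control wells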
SIRT5 block: SIRT5 desuccinylase inhibitors, primary screen, biochemical, fluorescence imaging, single point, set 5; NAD-dependent protein deacylase sirtuin-5, mitochondrial (Homo sapiens), Q9NXA8; Purified SirT5, succinyl-peptide AMC, trypsin-coupled fluorescence; inhibition, % at 15 µM; 1.1% of 330,000 active; AID 652115, 2013; in the data active = inhibition above about 15%; inconclusive = no clear call, values can overlap the other calls
E-selectin induc: E-selectin induction in HUVECs, primary screen, imaging, HUVEC, immunofluorescence imaging, single point | normalized: neutral wells 0, TNF-alpha wells 100 | activation, % at 7.58 µM | 0.37% of 260,000 active;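 active = mean E-selectin-positive cell signal at least 10% of the positive control, reached in at least 60% of replicates, without over 20% cell loss; inconclusive = no rule given, readout overlaps actives, possibly toxicity-flagged; inactive = the rest, including those meeting only one limit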;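 note: in these data hits start at about 27%; measured in HUVEC primary endothelial cells; signal is the percent of cells scored E-selectin positive by PE staining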
Target sequence (P16581 whole entry, looked up): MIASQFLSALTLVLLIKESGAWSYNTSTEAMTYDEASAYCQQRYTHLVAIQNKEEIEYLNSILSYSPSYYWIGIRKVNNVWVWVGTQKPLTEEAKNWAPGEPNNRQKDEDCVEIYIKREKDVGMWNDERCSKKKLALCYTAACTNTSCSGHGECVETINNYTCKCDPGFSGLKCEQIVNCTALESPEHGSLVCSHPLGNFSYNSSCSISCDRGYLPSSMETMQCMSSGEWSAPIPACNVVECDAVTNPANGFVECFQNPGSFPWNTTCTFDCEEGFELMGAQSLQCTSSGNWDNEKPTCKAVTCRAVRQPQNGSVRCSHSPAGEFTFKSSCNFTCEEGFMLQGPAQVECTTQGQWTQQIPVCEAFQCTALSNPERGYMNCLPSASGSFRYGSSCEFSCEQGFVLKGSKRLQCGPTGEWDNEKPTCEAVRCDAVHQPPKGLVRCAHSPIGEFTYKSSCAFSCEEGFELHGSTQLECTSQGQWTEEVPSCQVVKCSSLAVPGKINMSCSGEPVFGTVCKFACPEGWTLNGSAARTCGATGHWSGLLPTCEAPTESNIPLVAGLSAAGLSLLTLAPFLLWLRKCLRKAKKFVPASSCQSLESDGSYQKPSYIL
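Read-out: % PE-positive cells | Test system: HUVEC | Doses: One compound dose added by pin transfer | Buffer or medium: EGM-2 over gelatin coat | Signal: Immunofluorescence imaging | Benchmarks: TNF-alpha, DMSO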
S100A4 inh HTS: inhibitors of S100A4-myosin IIA peptide binding, primary screen, biochemical, fluorescence polarization, TAMRA-MyoIIA peptide; AID 652163, 2013; 0.14% of 360,000 active; Protein S100-A4 (Homo sapiens), P26447; inhibition, % at 10.7 µM;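 active = mean inhibition of at least 70% across replicates, with every replicate also reaching that level; inconclusive = mean inhibition reaches 70% but some replicates fall short; inactive = mean inhibition below 70%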
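Material: S100A4 monomer protein | Medium: HEPES pH 7.2 with CaCl2, KCl, NaCl, DTT, Triton | Reagent: Labelled myosin peptide probe, 5 nM | Doses: One dose per compound | Times: 5 min incubation before reading | Benchmarks: Neutral control DMSO, positive control TFP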
An asterisk follows results filed as active; ? = inconclusive; / = not tested or not shown. These rows are one share of the data; count on the stated rates, not on these rows.

SMILES	ERp5 block	PglD DTNB	Statin myotox sup	DENV2 CPE rescue	SIRT5 block	E-selectin induc	S100A4 inh HTS
Cc1ccc(NC(=O)C2CC(=O)N(CCc3ccccc3)C2)c(C)c1 (centres undefined)	4	-3	3	2	0	0.3	0
Cc1cc(C)cc(NC(=S)N2CCC(NC(=O)C3CC3)CC2)c1	0	0	8	-1	-2	/	0
C[C@@H]1CN([C@H](C)CO)C(=O)Cc2cc(NC(=O)Cc3cn(C)c4ccccc34)ccc2O[C@H]1CN(C)C(=O)Nc1ccc2c(c1)OCO2	-7	3	-49	-3	-1	-7.0	1
Cc1nn(CCCC(=O)NCc2ccccc2)c(=O)c2nccn12	-1	-2	-3	-1	-3	0.8	0
Cc1nc(NCCc2ccc(O)cc2)c2nnn(Cc3ccccc3)c2n1	2	0	38	-4	-1	0.4	-4
CCC(=O)Nc1cccc(NC(=O)CSc2nnc(-c3ccc(NS(C)(=O)=O)cc3)n2C)c1	3	2	-1	-10	0	/	2
CCC(CC)C(=O)NN(C(=O)c1ccncc1)C1CC(=O)N(c2ccccc2)C1=O (centres undefined)	1	/	/	1	2	-1.8	2
COc1ccc(CC(N)c2csc(NC(=O)c3ccc(F)cc3)n2)cc1 (centres undefined)	5	1	-2	2	/	0.4	-1
CCOc1ccccc1C(=O)NC(C(=O)NCc1ccc(F)cc1)C(C)C (centres undefined)	0	2	2	-1	-2	-0.2	6
CCCN(Cc1nnc(-c2cccs2)o1)C(=O)c1cccc(S(=O)(=O)N2CCOCC2)c1	1	0	1	18	-3	0.0	1
C/C(=N\NC(=O)CNc1cccc2ccccc12)c1ccc(Br)s1	3	/	/	-2	-4	0.4	1
Cc1cc(C)n2c(Nc3ccc4c(c3)OCCO4)c(C(C)C)nc2n1	-3	/	/	-10	/	1.1	0
O=C(NC1CCCCC1)c1ccc(-c2ccccc2F)o1	4	3	-18	4	2	0.0	-5
Cc1ccc(OCCC(=O)N(Cc2ccccc2)c2c(N)n(Cc3ccccc3)c(=O)[nH]c2=O)cc1	-8	-2	5	5	-1	0.2	-6
Cc1cccc(OCCOc2ccccc2C=C(C#N)C#N)c1	-1	/	/	-2	-3	-2.0	-1
COc1ccc(/C=C/C(=O)NCc2cccnc2)cc1	1	/	/	-3	-3	/	3
O=C(CC1C(=O)NCCN1Cc1ccccc1)NCCC1=CCCCC1 (centres undefined)	4	-1	1	-4	-1	/	-9
COc1ccc(-c2ccc([C@@H]3[C@@H](CO)N4C(=O)CN(C(=O)NC(C)C)C[C@@H]34)cc2)cc1	-2	/	/	9	0	0.5	4
C[C@@H]1CN([C@H](C)CO)C(=O)Cc2cc(NC(=O)Nc3cccc4ccccc34)ccc2O[C@@H]1CN(C)Cc1ccc2c(c1)OCO2	-3	3	-6	2	-1	/	-1
CC(=O)c1ccc(OCC(O)CNCc2ccc3c(c2)OCO3)cc1 (centres undefined)	4	/	/	2	-1	4.1	2
O=C(C[C@@H]1CC[C@@H]2[C@H](COC[C@@H](O)CN2S(=O)(=O)c2cccc(F)c2)O1)Nc1ccc(-c2ccccc2)cc1	3	0	12	-11	8	0.8	-7
CCCn1c(N)c(C(=O)COC(=O)c2cccc(S(=O)(=O)N3CCOCC3)c2)c(=O)[nH]c1=O	-7	-3	-1	-2	-1	0.4	24
COc1ccc(NC(=O)CN2C(=O)NC3(CCCC3)C2=O)cc1	3	0	48	-2	-3	0.7	2
COc1ccc(S(=O)(=O)Nc2cccc3c2O[C@@H](CN(C)C(=O)Nc2c(C)noc2C)[C@H](C)CN([C@H](C)CO)C3=O)cc1	-3	-2	0	-5	0	1.6	3
CC(=O)NCCc1nc2ccccc2n1Cc1cc(C)ccc1C	1	11	27	-7	-4	-0.1	-2
C[C@@H]1CCCCO[C@H](CN(C)S(=O)(=O)c2ccc(Cl)cc2)[C@@H](C)CN([C@@H](C)CO)C(=O)c2cc(NC(=O)C3CCCCC3)ccc2O1	4	-2	/	5	7	0.1	-9
COC(=O)[C@]12C[C@H](CC(=O)N3CCN(C(=O)C4CC4)CC3)C(=O)N(Cc3ccccc3)C1=C[C@H](C(C)(C)C)O[C@@H]2C	4	/	/	8	/	-0.1	40
O=C(/C=C/c1ccccc1[N+](=O)[O-])Nc1cccnc1	2	/	/	4	3	/	3
COc1cc(C(=O)N/N=C/c2ccc(OC(=O)c3cccc(C)c3)c(OC)c2)ccc1O	3	3	-7	-1	1	0.3	3
O=C(COc1ccc2ccccc2c1)N1CCN(C(=O)c2ccco2)CC1	0	/	/	14	1	/	-3
CN1CCN(C(=S)c2ccc(-c3cccc(Cl)c3Cl)o2)CC1	-2	-2	/	-3	2	3.7	10
COc1ccc(C)cc1NC(=O)Nc1cnccn1	-4	/	/	-2	-4	/	5
CC(NC(=O)c1cccc(S(=O)(=O)N2CCc3ccccc32)c1)c1ccco1 (centres undefined)	-7	-7	-12	-5	-3	0.2	-2
C[C@H]1CN([C@@H](C)CO)C(=O)c2cc(C#CCN(C)C)cnc2O[C@@H]1CN(C)C(=O)Cc1ccccc1	5	3	16	3	2	-0.2	-1
CCCN1C(=O)C(O)(C2COC(C)(C)CC2=O)c2ccccc21 (centres undefined)	3	/	3	2	5	3.2	-12
COc1cc2c(c(OC)c1OC)-c1c(cc3c(c1OC)OCO3)C[C@H](C)[C@@](C)(O)C2	-2	5	1	-3	0	1.0	-4

Reprinted from the part before: 5 compounds, then new ones.
SMILES	ERp5 block	PglD DTNB	Statin myotox sup	DENV2 CPE rescue	SIRT5 block	E-selectin induc	S100A4 inh HTS
COc1ccc(C)cc1NC(=O)Nc1cnccn1	-4	/	/	-2	-4	/	5
CC(NC(=O)c1cccc(S(=O)(=O)N2CCc3ccccc32)c1)c1ccco1 (centres undefined)	-7	-7	-12	-5	-3	0.2	-2
C[C@H]1CN([C@@H](C)CO)C(=O)c2cc(C#CCN(C)C)cnc2O[C@@H]1CN(C)C(=O)Cc1ccccc1	5	3	16	3	2	-0.2	-1
CCCN1C(=O)C(O)(C2COC(C)(C)CC2=O)c2ccccc21 (centres undefined)	3	/	3	2	5	3.2	-12
COc1cc2c(c(OC)c1OC)-c1c(cc3c(c1OC)OCO3)C[C@H](C)[C@@](C)(O)C2	-2	5	1	-3	0	1.0	-4
COc1ccc(NC(=O)Nc2cccc3c2O[C@H](CN(C)C(=O)Nc2ccc4c(c2)OCO4)[C@H](C)CN([C@H](C)CO)C3=O)cc1	-6	-2	33	4	-4	-0.2	-4
CNS(=O)(=O)c1cccc(C(=O)OCCCOC(=O)c2cccc(S(=O)(=O)NC)c2)c1	0	-2	/	-1	2	/	-1
C[C@@H]1CN([C@H](C)CO)S(=O)(=O)c2ccc(C#CCN(C)C)cc2O[C@@H]1CN(C)Cc1ccncc1	14	5	-13	3	-3	0.1	-7
Cc1noc(C)c1S(=O)(=O)Nc1ccc2c(c1)C(=O)N([C@@H](C)CO)C[C@@H](C)[C@@H](CN(C)Cc1ccc(C(=O)O)cc1)OCCCC[C@H](C)O2	5	7	/	0	-4	0.0	7
O=S(=O)(Nc1nc2ccccc2s1)c1ccc(Br)s1	0	3	8	-4	1	/	10
CCCNC(=O)C[C@H]1CC[C@@H]2[C@@H](COc3ccc(NC(=O)NCCC)cc3C(=O)N2C)O1	0	/	/	-7	-2	0.1	2
O=C(COC(=O)c1ccc2ccccc2c1O)NCc1ccccc1	/	3	-3	1	-2	-0.9	7
O=C(c1ccccn1)N1C[C@@H]2[C@H](c3ccccc31)[C@H](CO)N2C(=O)C1CCCC1	3	3	7	4	-1	0.1	7
O=C(Cc1ccccn1)N1CC(=O)N2[C@@H](CO)[C@H](c3ccc(C#CC4CCCCC4)cc3)[C@@H]2C1	2	/	/	3	-3	0.2	22
CC(=O)N(C)C[C@H]1OCc2ccccc2-c2c(n(C)c3ccccc23)C(=O)N([C@@H](C)CO)C[C@@H]1C	0	-3	/	10	-2	-0.6	1
Cc1cc(-c2nnc(-c3cccc(C(F)(F)F)c3)o2)no1	7	/	15	17	-1	/	-2
COCC#Cc1ccc([C@@H]2[C@@H](CO)N3CCCCN(Cc4cncnc4)C[C@@H]23)cc1	2	-1	/	-12	-2	-0.4	-6

Copied from the list:
SIRT5 block result of C[C@@H]1CCCCO[C@H](CN(C)S(=O)(=O)c2ccc(Cl)cc2)[C@@H](C)CN([C@@H](C)CO)C(=O)c2cc(NC(=O)C3CCCCC3)ccc2O1 stands at 7
DENV2 CPE rescue result of O=C(Cc1ccccn1)N1CC(=O)N2[C@@H](CO)[C@H](c3ccc(C#CC4CCCCC4)cc3)[C@@H]2C1 stands at 3
PglD DTNB result of CN1CCN(C(=S)c2ccc(-c3cccc(Cl)c3Cl)o2)CC1 stands at -2
DENV2 CPE rescue result of COc1ccc(CC(N)c2csc(NC(=O)c3ccc(F)cc3)n2)cc1 (centres undefined) stands at 2

(further entries)
SMILES	ERp5 block	PglD DTNB	Statin myotox sup	DENV2 CPE rescue	SIRT5 block	E-selectin induc	S100A4 inh HTS
NNC(=O)C1CCN(S(=O)(=O)c2ccc(Cl)cc2)CC1	/	/	/	-6	0	/	1
O=C(NNc1nc(-c2ccccc2)cs1)c1ccco1	/	-3	14	/	/	0.0	/
COc1cccc(NC(=O)COC(=O)CCn2c(C)csc2=O)c1	0	4	2	-9	-4	-0.2	8
COc1ccc(NS(=O)(=O)c2ccc(NC(C)=O)cc2)nn1	1	-3	5	-2	-8	3.8	-2
CO[C@@H]1CC[C@@H]2CCOc3c(C#N)cccc3C(=O)N(C)C[C@@H](OC)[C@@H](C)C(=O)N(C)C[C@@H]1O2	12	1	6	-2	35*	0.2	10
Cc1ccc([C@H]2C[C@H](O)[C@@H](n3cc(C4CC4)nn3)CN2C(=O)C2CCCCC2)cc1	-7	-4	9	-3	-3	1.2	1
O=C1NCCN/C1=C\C(=O)c1cccc(Br)c1	1	/	/	-5	-3	/	-1
CC(C)NC(=O)Nc1ccc2c(c1)C(=O)N(C)[C@@H]1CC[C@@H](CC(=O)NCC3CCCCC3)O[C@@H]1CO2	-6	5	-17	?	-1	0.0	-6
CCOC(=O)C1=C(C)NC2=C(C(=O)OC2)C1c1ccccc1 (centres undefined)	5	/	/	3	1	-2.8	-3
CCCN(CCC)CC(O)Cn1cc(/C=C/C(=O)c2cccs2)c2ccccc21 (centres undefined)	-1	/	/	0	4	-0.5	-12
O=C(CSc1nc(C2CC2)nc2ccccc12)N1CCCCC1	-7	-3	/	10	-1	/	1
Cc1nc(SCC(=O)Nc2cccnc2Cl)nc(C)c1C	2	-9	7	2	0	0.0	-5
